HSF-1 act: increases HSF-1 driven luciferase reporter signal; NIH3T3-HGL HSF-1 luciferase reporter, MG132, 8 h; 100% = twice DMSO control signal; activation, % at 9 µM; hit rate 1.7% among 300,000; AID 504408;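 active = mean replicate activation of at least 50% with a set share of replicates each reaching 50%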;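 also: 0% = median of the neutral control wells and 100% = twice that signal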
aSyn 5UTR inh: 5' untranslated region of α-synuclein, MLPCN primary screen; alpha-synuclein 5'UTR reporter, inhibitor activity; inhibition, % (tested at 7.5 µM); hit rate 0.82% among 300,000; AID 1813; in the data active = inhibition above about 60%;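 also: H4 neuroglioblastoma cells stably carrying SNCA 5'UTR luciferase fusion; 0% = DMSO wells and 100% = positive control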
GSK3beta inhib: inhibitors of human GSK3beta kinase; P49841; GST-GSK3beta kinase, ADP-Glo luminescence, 60 min; active compounds read low; activity score (negative = inhibition), % at 10 µM; hit rate 0.038% among 300,000; AID 2097;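 active = more than half of replicate wells score below -50%, meaning over 50% inhibition versus plate controls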;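 also: 0% = median DMSO wells and -100% = median GW8510 positive control wells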
Target sequence (P49841 whole entry, looked up): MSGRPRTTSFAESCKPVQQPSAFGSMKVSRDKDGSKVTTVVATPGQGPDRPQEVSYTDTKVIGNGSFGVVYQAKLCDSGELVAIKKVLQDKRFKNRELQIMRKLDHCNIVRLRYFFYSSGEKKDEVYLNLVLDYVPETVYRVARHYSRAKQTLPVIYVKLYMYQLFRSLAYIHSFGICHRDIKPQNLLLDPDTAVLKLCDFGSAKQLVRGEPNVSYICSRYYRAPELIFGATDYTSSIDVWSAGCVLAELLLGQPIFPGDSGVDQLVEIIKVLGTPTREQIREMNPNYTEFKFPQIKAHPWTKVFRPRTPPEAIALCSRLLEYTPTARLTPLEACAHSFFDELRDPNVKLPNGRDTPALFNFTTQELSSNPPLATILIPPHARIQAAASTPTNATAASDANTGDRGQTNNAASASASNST
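Test system: GST-fused GSK3beta enzyme, cell-free | Quantity: 1.6 ng GST-GSK3beta enzyme per well | Reagent: 25 µM ATP with peptide substrate | Schedule: 60 min enzyme reaction, room temperature | Signal: Luminescent ADP-Glo measurement of ADP formed | Read-out basis: Score relative to plate controls | Control set: DMSO and 20 µM GW8510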
KLF5 inhibitor: suppresses KLF5 promoter-driven expression; DLD-1 KLF5 promoter-luciferase reporter, luminescence; inhibition, % at 5 µM; hit rate 0.23% among 290,000;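 active = inhibition above a per-plate limit of that plate's mean compound inhibition plus 3 SD, cut at about 60% in these data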;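 also: 0% = DMSO wells and 100% = LY294002 at 200 µM; higher means less KLF5 promoter-driven luciferase light; inactives centre near -14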
GSK3 alpha inh: blocks human GSK-3 alpha kinase | inhibition, % at 10 µM | P49840 | ADP-Glo luminescence, 60 min | hit rate 0.1% among 320,000;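 in the data active = inhibition above about 50%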;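 also: GST-tagged GSK-3 alpha with peptide substrate and 25 µM ATP; 0% = DMSO neutral wells and 100% = GW8510 positive control wells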
Target sequence (P49840 whole entry, looked up): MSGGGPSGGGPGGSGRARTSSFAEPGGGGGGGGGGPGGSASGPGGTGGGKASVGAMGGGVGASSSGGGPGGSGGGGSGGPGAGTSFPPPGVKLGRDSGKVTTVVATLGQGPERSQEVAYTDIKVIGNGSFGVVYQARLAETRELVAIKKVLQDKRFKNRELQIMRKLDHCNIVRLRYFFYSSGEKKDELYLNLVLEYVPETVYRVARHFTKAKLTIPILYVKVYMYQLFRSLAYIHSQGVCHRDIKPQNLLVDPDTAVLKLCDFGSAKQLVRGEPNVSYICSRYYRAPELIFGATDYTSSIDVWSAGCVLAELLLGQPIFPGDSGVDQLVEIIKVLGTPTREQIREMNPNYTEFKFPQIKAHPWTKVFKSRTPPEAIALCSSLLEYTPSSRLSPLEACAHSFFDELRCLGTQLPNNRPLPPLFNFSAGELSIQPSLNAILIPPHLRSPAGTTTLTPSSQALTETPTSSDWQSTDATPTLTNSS
HSP90 refold inh: blocks HSP90-mediated luciferase refolding in reticulocyte lysate. Rabbit reticulocyte lysate, luciferase refolding luminescence, 3 h. inhibition, % at 5.6 µM. hit rate 0.91% among 290,000;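 active = inhibition above the screen-wide mean plus 3 SD, computed separately per campaign, cut at about 16% in these data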;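 also: 0% = DMSO wells and 100% = 60 µM geldanamycin wells; inhibitors lower the luminescence because luciferase stays unfolded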
AI-2 QS modul: Vibrio harveyi AI-2 quorum sensing modulation | Vibrio harveyi JMH597 AI-2 luminescence/OD600 ratio, 9 h; active compounds read low; strain lacks LuxN and CqsS sensors; 0 = neutral-control median | activity change, % at 7.5 µM | hit rate 0.4% among 300,000; in the data active = activity change below about -75%, passing the limit was not always enough;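 also: luminescence divided by OD600 gain over 9 h not by final OD600 alone; inactives centre near 13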
IEC-6 cytotox: IEC-6 cytotoxicity, counter-screen for KLF5 inhibitors. luminescence viability. hit rate 0.78% among 290,000. AID 1825. inhibition, % at 5 µM; in the data active = inhibition above about 22%;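 also: 0% = plate median of test compound wells and 100% = cytotoxic reference compound wells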
HIF activator: HIF pathway transcriptional activation; U2OS HRE-luciferase reporter, luminescence; normalized: DMSO 0%, desferrioxamine 100%; activation, % at 7.5 µM (by protocol); hit rate 0.32% among 300,000; AID 1910;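 active = mean activation of at least 10% of the iron chelator positive control signal, with at least half of replicates also reaching 10%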
HSF1 inh: HSF1 inhibition. NIH3T3-HGL HSE-luciferase, MG132-induced, luminescence 8 h; active compounds read low. activity change, negative = inhibition, % at 7.5 µM (by protocol). hit rate 0.77% among 300,000. AID 2098;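 active = more than half of replicate wells show activity change below -50%, luminescence cut by over half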;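 also: luciferase reports HSF-1 transcriptional activity via heat shock element; 0% = median of DMSO wells and -100% = zero luminescence signal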
Starred values were filed as active, the others as inactive; x = no result given.

SMILES | HSF-1 act | aSyn 5UTR inh | GSK3beta inhib | KLF5 inhibitor | GSK3 alpha inh | HSP90 refold inh | AI-2 QS modul | IEC-6 cytotox | HIF activator | HSF1 inh
CCn1c(/C=C/c2ccccc2)nc2ccccc2c1=O | 19 | -55 | -1 | -16 | -26 | 0 | -4 | 6 | -0.2 | 4
Cc1nc(Cl)c(C(=O)NCCC(C)C)c(C)c1[N+](=O)[O-] | 10 | 23 | 2 | 56 | -1 | 3 | 23 | 6 | -0.1 | -8
COc1ccc(-c2csc(NC(=S)NC(=O)c3ccc(S(=O)(=O)N(C)C)cc3)n2)cc1OC | -10 | 33 | 1 | -32 | 1 | -2 | 20 | -4 | 0.2 | -15
CC(C)OCCCNC(=O)C1CCC(CNS(=O)(=O)c2cccc3nsnc23)CC1 (stereo not drawn) | 14 | 7 | 1 | 2 | -3 | -2 | 16 | 4 | -0.3 | 8
Cc1cccc(C)c1NC(=O)CN(C)C(=O)c1cc(S(=O)(=O)N2CCOCC2)ccc1N1CCCC1 | 38 | -16 | -2 | x | -3 | x | 2 | x | -0.5 | 11
CCCCCn1c(=O)[nH]c2cc(C(=O)NCCN3C(C)CCCC3C)ccc2c1=O (stereo not drawn) | -6 | -31 | x | 12 | 4 | 1 | x | 4 | 0.6 | -4
CCOc1cc(C(=O)OCC(=O)Nc2ccc(Cl)cn2)ccc1OCC(=O)N1CCOCC1 | -16 | -2 | -25 | 3 | 8 | 0 | 7 | 5 | 0.1 | -4
Cc1ccc(-c2nnn(CC(=O)N(CC(=O)NC(C)C)c3cnc4ccccc4c3)n2)o1 | -7 | 15 | 3 | -11 | -3 | 2 | 15 | -7 | 0.1 | -8
CC(=O)Nc1nnc(Cc2ccccc2)s1 | 3 | -7 | 1 | -13 | -3 | 0 | 15 | 0 | 0.2 | -5
COc1cc(C(=O)N2CCN(Cc3ccccc3C(F)(F)F)CC2)cc(OC)c1OC | -10 | 4 | 3 | -7 | 1 | 3 | 9 | 4 | -0.4 | 0
CNC(=O)Cc1csc2ccc(C)cc12 | 8 | 13 | 0 | -28 | 3 | 0 | x | 3 | 0.1 | -1
CC(C)(C)n1nc2c(c1NC(=O)c1cccc(Cl)c1)CS(=O)(=O)C2 | 6 | 11 | 3 | -7 | 1 | -3 | 6 | 2 | 0.2 | -13

9 consecutive compounds out of the list so far:
SMILES | HSF-1 act | aSyn 5UTR inh | GSK3beta inhib | KLF5 inhibitor | GSK3 alpha inh | HSP90 refold inh | AI-2 QS modul | IEC-6 cytotox | HIF activator | HSF1 inh
CC(C)OCCCNC(=O)C1CCC(CNS(=O)(=O)c2cccc3nsnc23)CC1 (stereo not drawn) | 14 | 7 | 1 | 2 | -3 | -2 | 16 | 4 | -0.3 | 8
Cc1cccc(C)c1NC(=O)CN(C)C(=O)c1cc(S(=O)(=O)N2CCOCC2)ccc1N1CCCC1 | 38 | -16 | -2 | x | -3 | x | 2 | x | -0.5 | 11
CCCCCn1c(=O)[nH]c2cc(C(=O)NCCN3C(C)CCCC3C)ccc2c1=O (stereo not drawn) | -6 | -31 | x | 12 | 4 | 1 | x | 4 | 0.6 | -4
CCOc1cc(C(=O)OCC(=O)Nc2ccc(Cl)cn2)ccc1OCC(=O)N1CCOCC1 | -16 | -2 | -25 | 3 | 8 | 0 | 7 | 5 | 0.1 | -4
Cc1ccc(-c2nnn(CC(=O)N(CC(=O)NC(C)C)c3cnc4ccccc4c3)n2)o1 | -7 | 15 | 3 | -11 | -3 | 2 | 15 | -7 | 0.1 | -8
CC(=O)Nc1nnc(Cc2ccccc2)s1 | 3 | -7 | 1 | -13 | -3 | 0 | 15 | 0 | 0.2 | -5
COc1cc(C(=O)N2CCN(Cc3ccccc3C(F)(F)F)CC2)cc(OC)c1OC | -10 | 4 | 3 | -7 | 1 | 3 | 9 | 4 | -0.4 | 0
CNC(=O)Cc1csc2ccc(C)cc12 | 8 | 13 | 0 | -28 | 3 | 0 | x | 3 | 0.1 | -1
CC(C)(C)n1nc2c(c1NC(=O)c1cccc(Cl)c1)CS(=O)(=O)C2 | 6 | 11 | 3 | -7 | 1 | -3 | 6 | 2 | 0.2 | -13

Continuation:
SMILES | HSF-1 act | aSyn 5UTR inh | GSK3beta inhib | KLF5 inhibitor | GSK3 alpha inh | HSP90 refold inh | AI-2 QS modul | IEC-6 cytotox | HIF activator | HSF1 inh
O=C(NCCCNC(=O)c1cc(Cl)ccc1Cl)c1cnccn1 | -2 | -11 | -1 | 0 | -1 | -2 | 14 | 0 | -0.2 | -5
Cc1ccc2occ(/C=N/NC(=O)c3ccc(O)cc3)c(=O)c2c1 | 0 | -2 | 0 | -1 | 4 | -1 | 4 | -1 | 0.3 | -2
COC(=O)c1ccc(/C=N/NC(=O)CC(=O)NCc2cccnc2)cc1 | -1 | -3 | 1 | -19 | 0 | -1 | 14 | 1 | -0.2 | -3
COc1cc(C(F)(F)F)c(C(=O)NCc2cccc(Cl)c2)cn1 | 7 | -8 | 0 | -11 | -5 | 2 | x | 4 | -1.0 | -3
C/C(CCc1ccc2c(c1)OCO2)=N\N=C1\NC(=O)CC(C(=O)Nc2ccccc2F)S1 (stereo not drawn) | -11 | 2 | 5 | -3 | 0 | 8 | 5 | 2 | -0.2 | -9
N#Cc1ccc(C23CC4(C2)[C@H](CN(Cc2ccc(C(F)(F)F)cc2)[C@@H]4c2ccccc2)C3c2ccccc2)cc1 (stereo partly drawn) | -22 | 13 | -3 | x | 3 | x | 19 | x | 0.2 | -15
COc1ccc2nc(/C=N/NC(=O)[C@H](C)NC(=O)OC(C)(C)C)ccc2c1 | -4 | -29 | -2 | -16 | -2 | 13 | 19 | 5 | 1.4 | 6
CCC(=O)C1CCCN(C(=O)CCc2nnc(C3(c4ccc(Cl)cc4)CCC3)o2)C1 (stereo not drawn) | 40 | -62 | 0 | -71 | -1 | 11 | 14 | 7 | 3.0 | 31
N#CCCN1CCN(CCC#N)CC1 | -6 | 6 | 2 | -38 | 1 | -5 | 39 | -3 | 0.0 | 0
O=c1c(Cl)c(NCc2ccc(F)cc2Cl)cnn1C12CC3CC(CC(C3)C1)C2 | -11 | 11 | -2 | -1 | -3 | 6 | 3 | 2 | -0.4 | 0
Cn1c(O)c(C=Nc2ccc(Br)cc2)sc1=O | 58* | -173 | 0 | -20 | -2 | -4 | 22 | -4 | 2.9 | 24
N#Cc1ccc(CSc2nnc(NC(=O)c3ccc4ncsc4c3)s2)cc1 | -9 | -39 | 1 | -23 | -1 | 3 | 27 | -12 | 0.9 | -8
N#C/C(=N\Nc1ccccc1Cl)C(=O)c1ccccc1 | -8 | 14 | 0 | -11 | -2 | 1 | 13 | 0 | -0.6 | -6
N#C/C(=C/c1ccc(F)cc1)S(=O)(=O)c1ccccc1 | 10 | -6 | -3 | 4 | 1 | 3 | 1 | -1 | 0.7 | -10
COc1ccc(-c2sc(NC(C)=O)nc2-c2ccccc2)cc1 | -7 | -10 | -5 | 9 | -4 | 0 | -15 | 3 | 2.2 | 4
CSCCC(NC(=O)/C(=C/c1ccc2c(c1)OCO2)NC(=O)c1cccc([N+](=O)[O-])c1)C(=O)O (stereo not drawn) | -15 | -2 | 0 | -34 | 4 | -2 | 22 | -2 | 0.0 | -4
Cn1ccc(NC(=O)Nc2cccc([N+](=O)[O-])c2)n1 | 5 | -43 | -3 | -26 | 1 | 5 | 8 | 2 | 0.9 | 12
Cc1onc(-c2c(F)cccc2Cl)c1C(=O)Nc1nnc(C2CC2)s1 | -1 | 14 | 2 | -8 | -3 | 3 | 22 | 5 | -0.2 | -1
O=C1NCCN1CCNS(=O)(=O)c1ccc(F)c(Cl)c1 | 7 | -2 | 3 | 2 | 1 | 0 | 15 | -1 | -0.5 | -1
Cc1cccc(C)c1NC(=O)C(NC(=O)CN1C(=O)c2ccccc2C1=O)c1ccccc1 (stereo not drawn) | 16 | -19 | 0 | -10 | -3 | -1 | 12 | 1 | 0.3 | -5
Cc1c(NS(=O)(=O)c2ccc3c(c2)c(=O)n(C)c(=O)n3C)c(=O)n(-c2ccccc2)n1C | 11 | 11 | 1 | -12 | 2 | -2 | 5 | 1 | 0.0 | 7
COc1ccccc1OC(=O)c1cc2ccccc2oc1=O | -6 | -24 | 1 | -7 | -3 | -5 | 17 | 3 | -0.3 | -3
O=C(CSc1nc(=O)n(CCCN2CCOCC2)c2c1CCC2)Nc1ccccc1F | -2 | 7 | 1 | x | -3 | x | 0 | x | -0.2 | 1
C/C(=N\NC(=O)c1ccccc1C)c1cccc([N+](=O)[O-])c1 | -34 | 30 | 4 | -78 | 3 | 0 | 18 | 6 | 1.1 | -17
Cc1ccccc1N=C1Nc2ccccc2CS1 | 39 | -134 | 1 | -126 | 4 | 3 | 11 | 9 | 1.6 | 27
COc1ccc(-n2nnnc2SCC(=O)Nc2ccc3c(c2)OCCO3)c(OC)c1 | 7 | -15 | -2 | -10 | 0 | 0 | 34 | 0 | -0.1 | 13
Cc1ccc(N2C(=O)N(CC(=O)Nc3ccc(F)c(F)c3)C(=O)C2C)cc1 (stereo not drawn) | 17 | -31 | 2 | x | -1 | x | 16 | x | 0.2 | 4
O=C(Nc1cccc(Cl)c1)NC1CCS(=O)(=O)C1 (stereo not drawn) | 8 | 10 | 1 | 7 | -1 | -2 | 16 | -7 | -0.3 | -5
CN(C)CCO/N=C(\c1ccc(Br)cc1)c1cccnc1 | -2 | 17 | 6 | x | -2 | x | 14 | x | -0.1 | 4
Cc1ccc2cc3c(nc2c1)N(Cc1ccco1)CC3 | 15 | -28 | 1 | 16 | -2 | -1 | 16 | -3 | 1.0 | 12
CC(C)CC(NC(N)=O)C(=O)OCC(=O)Nc1ccc(SC(F)F)cc1 (stereo not drawn) | 6 | -10 | 1 | -33 | 0 | 0 | 20 | 0 | -0.6 | -1
CC(=O)Cc1nsc(NC(=O)c2ccc(COc3ccc(C)cc3)o2)n1 | -16 | -1 | 1 | -38 | -2 | 5 | 2 | 3 | 1.9 | 3
O=C(NNC(=O)C1CCN(Cc2ccccc2)CC1)c1cccc(Cl)c1 | -5 | 16 | 1 | 2 | -1 | -2 | 55 | -9 | -0.3 | -16
CCOc1ncccc1C(=O)Nc1ccc(Cl)c(S(=O)(=O)N2CCCC2)c1 | 0 | 11 | -2 | -6 | -1 | 6 | 4 | 7 | -1.2 | -4
Cc1ccc(-n2c(Cc3cccc4ccccc34)n[nH]c2=S)c(C)c1 | 4 | 7 | 2 | -9 | -3 | 3 | 26 | 4 | -0.2 | 6
CCCCc1c(C)nc(N)[nH]c1=O | -5 | 21 | -1 | -28 | -1 | 0 | 27 | -7 | 20* | -4
Cc1cc(CNC(=O)C2CCC(=O)N(Cc3cccc(C(F)(F)F)c3)C2)no1 (stereo not drawn) | 0 | -4 | -10 | 8 | 1 | 0 | 9 | 2 | -0.5 | -3
Cc1cc(C)c(N)c(C(=O)O)c1 | 16 | -8 | -4 | -38 | 0 | -1 | 28 | -5 | -13 | -3
COC(=O)CSc1nnc(CNS(=O)(=O)c2ccc(Cl)cc2)n1C | -3 | -3 | 1 | -28 | -1 | 3 | 19 | -4 | -0.6 | -6

Bioassay records from PubChem BioAssay.
